# Assay outcomes (PubChem BioAssay)
# Casp6 inh: inhibitors of human caspase-6; P55212; purified caspase-6, Z-VEID-R110 cleavage fluorescence; inhibition, % at 12.5 µM; 350,000 compounds, 0.53% hits; AID 686996;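 active means mean inhibition across replicates at least about 35%, with every replicate also reaching that limit, limit read from the data; inconclusive means only one of the two criteria met; inactive means neither criterion met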;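 further: 0% = median of neutral control wells and 100% = no fluorescence left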
# Target sequence (P55212 24-179 limits assumed): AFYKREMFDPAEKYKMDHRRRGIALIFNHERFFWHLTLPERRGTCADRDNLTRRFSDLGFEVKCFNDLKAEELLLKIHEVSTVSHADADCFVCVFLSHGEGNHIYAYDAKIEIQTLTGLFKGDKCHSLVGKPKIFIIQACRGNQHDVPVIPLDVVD
# Target sequence (P55212 194-293 limits assumed): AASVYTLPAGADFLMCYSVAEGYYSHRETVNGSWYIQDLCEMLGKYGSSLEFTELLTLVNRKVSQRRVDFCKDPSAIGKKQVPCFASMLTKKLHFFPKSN
# RAD54 branch: inhibitors of human RAD54 branch migration; RAD54 Holliday junction branch migration, FAM/BHQ fluorescence; inhibition, % at 10.4 µM; 360,000 compounds, 0.14% hits; AID 602329;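 active means mean normalized replicate activity at least 40 and at least half of replicates scoring 40 or more; inconclusive means only one of the two criteria met; inactive means mean below 40 and under half of replicates reaching 40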;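 further: 0% = median of neutral control wells and 100% = median of positive control wells; inhibitors cause a drop in the FAM fluorescence signal; in these data hits start at about 50%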
# ARNT TACC3 PPI: ARNT/TACC3 interaction disruption; Q9Y6A5; AlphaScreen His-ARNT PAS-B/GST-TACC3 binding, luminescence; TACC3 fragment carries E629A point mutation; inhibition, % at 9.99 µM; 390,000 compounds, 0.66% hits; AID 623870;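 active means mean inhibition of replicates at least 50% and at least half of replicates each reaching 50%; inconclusive means half or more replicates reach 50% but mean below 50%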;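 further: 0% = complete ARNT plus TACC3 wells and 100% = ARNT alone without TACC3; many hits fall short of the cut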
# PglD inh: inhibitors of Campylobacter jejuni PglD acetyltransferase. AID 602405. purified PglD enzyme, DTNB colorimetric CoA detection. inhibition, % at 12.5 µM. 360,000 compounds, 0.098% hits; in the data active means inhibition above about 16%, passing the limit was not always enough; inconclusive means no clear call, values can overlap the other calls; further: strong numbers were not always called active
# esBAF inh: blocks esBAF chromatin remodeling in mouse ES cells | reporter increase, % at 12.5 µM | AID 602393 | Bmi1-luciferase knock-in reporter, 24 h; 100% = twice the neutral-well signal | 350,000 compounds, 2% hits; in the data active means activation above about 40%; inconclusive means no clear call, values can overlap the other calls;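 further: 0% = median of the plate's neutral control wells and 100% = double that signal; a rise in the Bmi1 reporter signal indicates esBAF inhibition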
# ERp5 block: inhibitors of human ERp5 | Q15084 | ERp5 insulin aggregation, absorbance 650 nm, 90 min | inhibition, % at 9.99 µM | 350,000 compounds, 0.05% hits | AID 651711;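 active means mean replicate inhibition above about 25%, with every replicate also reaching it, limit read from the data, passing the limit was not always enough; inconclusive means only one of those two criteria met; inactive means neither criterion met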
# RAD52 inh: inhibitors of human RAD52 DNA annealing. recombinant RAD52 DNA annealing, FRET fluorescence. inhibition, % at 18.7 µM. 360,000 compounds, 0.46% hits. AID 651710;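 active means every replicate showing at least 50% inhibition; inconclusive means mean inhibition at least 50% but not in every replicate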
# E-selectin induc: induces E-selectin expression in human endothelial cells | P16581 | HUVEC E-selectin immunofluorescence imaging; normalized: neutral wells 0, TNF-alpha wells 100 | activation, % at 7.58 µM | 260,000 compounds, 0.37% hits;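 active means mean E-selectin-positive cell signal at least 10% of the positive control, reached in at least 60% of replicates, without over 20% cell loss; inconclusive means no rule given, readout overlaps actives, possibly toxicity-flagged; inactive means the rest, including those meeting only one limit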;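 further: in these data hits start at about 27%; measured in HUVEC primary endothelial cells; signal is the percent of cells scored E-selectin positive by PE staining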
# Target sequence (P16581 whole entry, looked up): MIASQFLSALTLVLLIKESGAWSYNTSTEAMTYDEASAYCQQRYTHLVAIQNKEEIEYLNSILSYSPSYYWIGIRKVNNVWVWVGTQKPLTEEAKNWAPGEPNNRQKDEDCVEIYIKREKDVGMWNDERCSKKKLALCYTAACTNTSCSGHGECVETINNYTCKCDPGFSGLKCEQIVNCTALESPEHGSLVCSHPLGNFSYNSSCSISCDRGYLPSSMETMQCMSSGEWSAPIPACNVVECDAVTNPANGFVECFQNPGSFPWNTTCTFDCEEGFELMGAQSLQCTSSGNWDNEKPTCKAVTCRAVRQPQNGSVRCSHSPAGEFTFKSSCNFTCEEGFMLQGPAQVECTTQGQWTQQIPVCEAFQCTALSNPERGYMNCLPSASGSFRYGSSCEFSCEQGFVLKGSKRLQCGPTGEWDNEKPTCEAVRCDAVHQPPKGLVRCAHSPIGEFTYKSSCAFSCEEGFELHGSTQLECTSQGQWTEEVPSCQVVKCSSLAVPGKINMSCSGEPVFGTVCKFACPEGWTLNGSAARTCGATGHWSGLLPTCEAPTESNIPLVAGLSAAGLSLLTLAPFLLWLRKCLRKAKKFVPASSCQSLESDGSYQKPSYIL
#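 material = human umbilical vein endothelial cells (HUVEC), E-selectin induction | quantity = 3,000 cells/well | medium = EGM-2 growth medium on 0.1% gelatin-coated wells | technique = immunofluorescence imaging | read-out basis = % PE-positive cells | control set = TNF-alpha positive control, DMSO neutral control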
# Numbers without * were called inactive; ? = inconclusive; . = not tested or not shown. Rows are unselected; overall some 3.2% were active at least once.
Structure	Casp6 inh	RAD54 branch	ARNT TACC3 PPI	PglD inh	esBAF inh	ERp5 block	RAD52 inh	E-selectin induc
OC[C@H]1O[C@H](OC[C@H]2O[C@H](OC[C@H]3O[C@H](O[C@]4(CO)O[C@H](CO)[C@@H](O)[C@@H]4O)[C@H](O)[C@@H](O)[C@@H]3O)[C@H](O)[C@@H](O)[C@H]2O)[C@H](O)[C@@H](O)[C@H]1O	4	-7	1	0	0	3	10	-0.2
COc1ccc(S(=O)(=O)N(C)C[C@@H]2Oc3ccc(NC(=O)CCN4CCOCC4)cc3CC(=O)N([C@@H](C)CO)C[C@@H]2C)cc1	-1	-4	-2	2	3	-6	0	-7.6
C[C@@H]1CCCCO[C@H](CN(C)C(=O)Nc2ccc3c(c2)OCO3)[C@@H](C)CN([C@H](C)CO)C(=O)c2cc(NS(=O)(=O)c3ccccc3)ccc2O1	2	1	-4	0	-3	3	-5	-0.1
COc1ccc2c3c([nH]c2c1)[C@@H](CO)N(C(=O)c1ccccn1)CC31CN(C(=O)C2CCC2)C1	-1	.	.	.	.	-3	0	-0.3
Cc1cc(NC(=O)C2CCN(C(=O)c3ccco3)CC2)ccc1Br	3	.	0	.	.	-2	-2	-0.1
CCOc1cc(C(=O)N2CCN(C/C=C/c3ccccc3)CC2)cc(OCC)c1OCC	.	-6	-27	-3	-3	.	.	.
COc1ccc(CCn2c(C)cc(C(=O)COC(=O)c3ccc(NC(=O)CC#N)cc3)c2C)cc1	.	-11	1	-6	-1	.	.	.
COc1ccc(-c2cc(=O)oc3cc(OCC(=O)NCC4CCC(C(=O)O)CC4)ccc23)cc1 (centres undefined)	-8	0	4	-11	1	0	-5	.
Cc1ccccc1OC1(C)CCN(Cc2ccc(-c3ccccn3)cc2)C1 (centres undefined)	84*	2	.	7	-7	-4	-6	-0.2
O=C1OCCN1N1CCOC1=O	-1	-1	-11	-4	.	-9	-11	-0.1
CN(C)Cc1c(C(=O)N/N=C/c2ccccc2OCc2c(F)cccc2Cl)nnn1-c1nonc1N	-2	3	4	-2	39	0	-14	.
CN1C(=O)c2cc(NC(=O)C3CCCCC3)ccc2OC[C@@H]2O[C@@H](CC(=O)NCCc3ccncc3)CC[C@H]21	-4	0	-4	0	0	.	-3	0.1
CC(=O)Nc1cccc(N2C(=O)CCC2=O)c1	.	-7	-2	10	-3	.	.	.
O=S(=O)(Nc1ccncc1Cl)c1cc(Cl)ccc1Cl	3	7	13	-2	0	11	-10	10
COCC(=O)Nc1ccc2c(c1)OC[C@H](C)N(Cc1cc(F)ccc1F)C[C@@H](C)[C@H](OC)CN(C)C2=O	-1	-7	-7	1	0	11	-2	-0.3
COc1ccc(CCN2CCCn3c2nc2c3c(=O)[nH]c(=O)n2C)cc1OC	-2	-12	-1	-7	-2	-5	2	.
CC(C(=O)O/N=C(\N)c1cccnc1)c1ccc([N+](=O)[O-])cc1 (centres undefined)	-1	.	-15	.	.	2	-7	.
O=[N+]([O-])c1cccc(-c2nnc3cccc(Cl)n23)c1	3	-9	-3	3	2	-1	-10	.
O=C(N/N=C/c1ccc(-c2cccc([N+](=O)[O-])c2)o1)c1cccs1	2	.	-5	.	.	1	-13	.
O=C(O)c1ccc(N/N=C/C=C/c2ccccc2[N+](=O)[O-])cc1	-4	-8	4	-8	79*	0	3	0.1
O=C(C[C@H]1C[C@H]2c3cc(NC(=O)NC4CCCC4)ccc3O[C@H]2[C@H](CO)O1)NCC1CC1	-2	-3	-10	2	1	4	-9	-0.6
Cn1nc(-c2ccc(NCCO)c([N+](=O)[O-])c2)c2ccccc2c1=O	2	.	18	.	.	-2	-57	.
COCCN(C(=O)COC(=O)c1cc(C)n(-c2ccccc2)c1C)c1c(N)n(Cc2ccccc2)c(=O)[nH]c1=O	4	.	3	.	5	5	-91	-1.5
O=C(Nc1ccc(F)c(Cl)c1)c1ccccc1NC(=O)C1CCCCC1C(=O)O (centres undefined)	1	5	0	-2	66*	2	21	.
CN(C)C(=O)N1CCC(C(=O)NCC2CCCO2)CC1 (centres undefined)	1	-2	-15	2	0	1	2	.
CCCNC(=O)[C@H]1[C@H](CO)[C@H]2Cn3c(ccc(-c4ccccc4OC)c3=O)[C@@H]1N2C(=O)NCCC	4	2	-8	1	4	0	-1	-0.9
COc1ccc(C(C)=O)cc1CN1C(=O)C(C)ON=C1c1cccc(C(F)(F)F)c1 (centres undefined)	0	7	.	11	-8	-2	-22	.
COc1ccc(N2CCN(C(=O)NC(=O)c3ccc(Cl)cc3)CC2)cc1	-2	-6	-11	5	-6	2	-11	-0.3
CCCN1C(=O)c2ccccc2NC1c1ccc(OC)cc1OC (centres undefined)	.	11	-1	4	-4	.	.	.
Cc1cc(Cl)ccc1NC(=S)NC(C)(C)C	0	.	12	.	.	-1	12	.
CC(=O)N1CCN(S(=O)(=O)c2cccc(C(=O)NNC(=O)COc3ccc(F)cc3)c2)CC1	3	-5	0	-3	-8	-5	0	-0.4
Cc1ccc(C(=O)CSc2ccc(-c3cccnc3)nn2)cc1	-1	.	-3	.	11	-8	-2	0.4
O=c1[nH]c(SCc2cccc(Cl)c2)nc2ccccc12	-10	.	-3	.	.	-2	-7	-2.4
C[C@@H]1CN([C@H](C)CO)C(=O)Cc2cc(NS(=O)(=O)c3ccc(Cl)cc3)ccc2O[C@@H]1CN(C)C(=O)Nc1ccc(C(F)(F)F)cc1	0	0	-3	0	-1	-6	18	-0.1
COc1cccc(NC(=O)c2cccc(S(=O)(=O)N3CCN(Cc4ccccc4)CC3)c2)c1	3	.	3	.	.	-2	-8	0.2
CCOC(=O)c1cc(CNC(=O)c2c(C)oc3c2CCCC3)c(C)o1	6	-12	-14	-2	1	1	1	.
Cc1ccc2c(=O)n3c(nc2c1)C(Cc1ccc(O)cc1)NC(=O)c1ccc(Cl)cc1-3 (centres undefined)	-4	.	.	.	.	0	-16	0.2
O=C(C[C@@H]1CC[C@@H]2[C@H](COC[C@@H](O)CN2C(=O)c2cccnc2)O1)NCc1ccc(-c2ccccc2)cc1	1	-9	4	-3	1	0	-37	?
CCOC(=O)c1c(N2C(=O)Nc3ccccc3N2O)n[nH]c1-c1cccc(Cl)c1	3	.	.	.	3	6	0	-1.1
Cc1cc(C)cc(NC(=S)NCc2cccs2)c1	-1	2	11	-5	.	0	0	-0.2
CCCNC(=O)C1(C)CCCN(C(=O)c2cc3ccccc3s2)C1 (centres undefined)	1	-4	.	-5	3	-1	-5	-0.1
Cn1ccc(NC(=O)c2ccc(Cl)cc2)n1	-3	3	-2	2	26	-1	-10	.
COCCCNC(=O)CSC1=Nc2ccccc2C2=NC(c3ccccc3)C(=O)N12 (centres undefined)	-4	.	-1	.	-2	-7	-12	.
N#C/C(=C\c1cccnc1)C(=O)Nc1ccc(S(N)(=O)=O)cc1	-4	9	0	-2	-7	2	-10	.
CCCCn1nc(C(=O)NCC2COc3ccccc3O2)c2ccccc2c1=O (centres undefined)	1	-2	2	-2	-7	0	-15	-0.4

# Records above marked active in esBAF inh:
mol	Casp6 inh	ARNT TACC3 PPI	PglD inh	esBAF inh	ERp5 block	RAD52 inh
O=C(O)c1ccc(N/N=C/C=C/c2ccccc2[N+](=O)[O-])cc1	-4	4	-8	79*	0	3
O=C(Nc1ccc(F)c(Cl)c1)c1ccccc1NC(=O)C1CCCCC1C(=O)O (centres undefined)	1	0	-2	66*	2	21

# (further entries)
Structure	Casp6 inh	RAD54 branch	ARNT TACC3 PPI	PglD inh	esBAF inh	ERp5 block	RAD52 inh	E-selectin induc
C[C@@H]1CN([C@@H](C)CO)C(=O)c2cccc(NC(=O)CCCCCC(=O)Nc3ccccc3N)c2O[C@@H]1CN(C)Cc1ccncc1	1	.	.	.	.	-7	-8	-4.9
CC(=O)Nc1cccc(C(=O)NNC(=O)c2n[nH]c(=O)c3ccccc23)c1	-1	7	4	-3	0	19	-12	.
COCCn1c(=NC(=O)c2nc3ccccc3s2)sc2cc(S(C)(=O)=O)ccc21	.	2	-3	-6	9	.	.	.
Cc1sc2ncn(CC(=O)NCCCC(=O)N3CCN(c4ccccc4F)CC3)c(=O)c2c1C	0	-7	-6	4	2	-4	-11	.
Clc1ccsc1-c1ccc2ccccc2n1	.	-5	-6	2	49*	.	.	.
CCCC#Cc1cnc2c(c1)C(=O)N([C@@H](C)CO)C[C@@H](C)[C@H](CN(C)Cc1ccc(F)cc1)O2	1	-5	3	-4	-6	0	4	0.3
Cc1cc(=O)oc2cc(NC(=O)C(C)N3C(=O)C4CCCCC4C3=O)ccc12 (centres undefined)	0	-3	-2	4	-5	-7	-52	.
O=C(Nc1ccc(C(=O)OC2CCCCC2)cc1)c1ccncc1	-2	2	17	-3	12	7	-9	.
CN1C[C@@H]2[C@H](c3ccccc31)[C@H](CO)N2C(=O)Nc1ccccc1Cl	2	-3	-3	-1	1	2	-8	-0.7
CN(C)c1ccc(CNC(=O)C2(C)Cc3c(-c4cccc(C(N)=O)c4)ccnc3O2)cc1 (centres undefined)	0	-5	.	3	1	1	-4	1.0
Cc1cc(C(C)(C)C)ccc1OC(=O)C1=CC=CN2CCS(=O)(=O)N=C12	1	-3	-3	2	.	2	0	0.0
COc1ccc(CNC2CCN(Cc3ccccc3)CC2)cc1	-14	-4	-8	-15	-9	2	-6	0.1
CC(C)OP(=O)(c1ccc(N(C)C)cc1)C(O)c1ccc(Br)cc1 (centres undefined)	-1	.	0	.	.	12	-8	0.3
CO[C@@H]1CN(C)C(=O)c2cc(NC(=O)C3CCCC3)ccc2OC[C@@H](C)N(S(=O)(=O)c2ccc(Cl)cc2)C[C@H]1C	-4	-8	1	2	6	0	-36	.
CNC[C@@H]1Oc2c(NC(=O)NC3CCCCC3)cccc2C(=O)N([C@@H](C)CO)C[C@@H]1C	0	6	-6	3	-3	5	4	-0.1
Cc1noc(C)c1S(=O)(=O)Nc1ccc2c(c1)C(=O)N([C@H](C)CO)C[C@H](C)[C@H](CN(C)C(=O)c1ccccc1)OCCCC[C@@H](C)O2	1	-6	-7	7	-2	0	13	-0.1
CCCN1CC(=O)N2C(c3cccc(OC)c3OC)c3[nH]c4ccccc4c3C[C@H]2C1=O (some centres undefined)	2	-6	15	-3	18	0	-14	.
COc1ccc(OC)c(NC(=O)NCCN2CCN(c3ccccc3)CC2)c1	-2	2	-1	1	-4	2	-12	0.0
Cc1ccsc1C(=O)N1CCC1(C)C(=O)NS(=O)(=O)c1ccccc1 (centres undefined)	-1	-8	.	-1	-5	-5	0	0.0
CCN1C(=O)c2cccc3c(N)ccc1c23	2	-2	0	-6	2	-1	-15	.
C(CCc1nn[nH]n1)CCC1CCCCC1	-11	.	-8	.	-4	-10	-10	-0.6
CO[C@H]1CN(C)C(=O)c2cc(NS(C)(=O)=O)ccc2OC[C@@H](C)N(C(=O)C2CCC2)C[C@H]1C	1	-5	-10	3	4	-2	-8	-0.2
COC(=O)c1ccc(C2C(Oc3ccccc3)C(=O)N2CCc2ccc(F)cc2)cc1 (centres undefined)	-6	8	2	-2	-7	-4	-7	.
O=C(Nc1cccc(NC(=O)c2ccc(-c3ccc(Br)cc3)o2)c1)c1ccco1	.	-14	-5	0	29	.	.	.
